# Bioassay records (PubChem)
# NADH coupling – inhibition of NAD/NADH coupling enzymes, library profiling | IC50, µM (titrated, usually from 10 µM), for inactives: at the highest dose inhibition | 0.02% of 65,000 active | coupled PK/LDH NADH assays, four targets;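 active = single-dose screening hits from any of four coupled enzyme assays that gave an IC50 when retested across doses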;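 note: the DPM-DC format reads NADH fluorescence rather than 340 nm absorbance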
# ROCK2 inh – ROCK2 (human) kinase inhibition. O75116. 0.35% of 60,000 active. inhibition, % at 6 µM. purified ROCK2, Kinase-Glo ATP depletion luminescence;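 active = inhibition above the screen-wide mean inhibition plus 3 SD, cut at about 18% in these data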;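 note: plate controls were DMSO wells for no effect and Y-27632 control wells after no-enzyme background subtraction for full effect; many of its hits are not listed in these tables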
# Ecoli tolC – blocks growth of E. coli BW25113 tolC mutant. OD615. growth inhibition, % at 10 µM (by protocol). 2.2% of 65,000 active;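 active = growth inhibition at or above a cutoff equal to the mean over every tested compound plus 3 SD, cut at about 60% in these data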;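 note: growth measured after 20 h incubation at 37 °C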
#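 Signal: optical density read at 615 nm; Assay system: E. coli ΔtolC::kan strain BW25113; Times: 20 h incubation with compound, 37 °C; Dosing: 10 µM final, single dose.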
# PKA kinase inh – inhibitors of human protein kinase A; 0.1% of 65,000 active; inhibition, % at 6 µM; P17612; PKA Kemptide phosphorylation, Kinase-Glo ATP luminescence;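 active = inhibition above the screen-wide mean inhibition plus 3 SD, cut at about 21% in these data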; note: many of its hits are not listed in these tables
# A340 absorber – absorbance at 340 nm; compound absorbance at 340 nm, fold over control; fold change at 10 µM; 65,000 tested, under 10 active; AID 708;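 active = at 10 µM dose, initial 340 nm absorbance at least 2 fold that of control wells; inactive = change under 2 fold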;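 note: initial absorbance extrapolated from kinetic A340 decline of NADH oxidation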
# Fluor 339 460 – intrinsic fluorescence of library compounds, ex339/em460 – biochemical, MLSMR library, data from DPM-DC assay, artefact control, profiling panel; 5.5% of 65,000 active; fluorescence fold increase at 10 µM; compound autofluorescence, ex339/em460 nm, NADH buffer; hits give high values; 1 = no-compound wells, NADH background;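 active = at 10 µM, mean starting fluorescence two-fold or more over control wells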;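 note: signal is the first read of a kinetic run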
# JNK3 blocker – inhibitors of human JNK3 kinase; 0.61% of 60,000 active; inhibition, % at 8 µM; purified JNK3 kinase activity, HTS; in the data active = inhibition above about 17%;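 note: 0% = DMSO and 100% = reference inhibitor; many of its hits are not listed in these tables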
# Target sequence (P53779 whole entry, looked up): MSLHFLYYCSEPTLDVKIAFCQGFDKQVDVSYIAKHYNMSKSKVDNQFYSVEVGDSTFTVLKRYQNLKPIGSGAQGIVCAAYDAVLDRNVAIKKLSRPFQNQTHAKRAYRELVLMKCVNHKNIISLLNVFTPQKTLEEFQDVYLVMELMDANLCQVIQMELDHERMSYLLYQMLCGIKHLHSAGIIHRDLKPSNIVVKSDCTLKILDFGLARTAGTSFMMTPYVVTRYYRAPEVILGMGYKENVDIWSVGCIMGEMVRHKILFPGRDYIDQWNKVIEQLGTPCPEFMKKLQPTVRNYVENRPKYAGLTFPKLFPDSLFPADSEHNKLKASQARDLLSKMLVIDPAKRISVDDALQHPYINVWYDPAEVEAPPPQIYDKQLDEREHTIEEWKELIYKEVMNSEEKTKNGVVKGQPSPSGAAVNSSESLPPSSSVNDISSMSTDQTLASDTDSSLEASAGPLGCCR
# MMP-13 inhibitor – inhibitors of human MMP13. MMP-13 fTHP FRET cleavage, Mca fluorescence. inhibition, % at 4 µM. 0.07% of 65,000 active. P45452;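 active = inhibition above the mean of compound-free control plate wells plus 3 SD, cut at about 14% in these data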;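 note: 0% = DMSO wells and 100% = wells with reference MMP-13 inhibitor after basal subtraction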
# HEK293 NFkB inh – lowers PMA/ionomycin-induced NF-kB signal in HEK293 cells. HEK-293 NF-kB luciferase reporter, luminescence. inhibition, % at 3 µM. 0.21% of 62,000 active. AID 465;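 active = inhibition above the mean of all tested compounds plus 3 SD, cut at about 40% in these data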;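 note: 0% = stimulated DMSO wells and 100% = 10 µM reference inhibitor 5653914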
#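 System: NF-kB luciferase reporter HEK-293 cells | Replication: Single test | Control set: DMSO vs reference inhibitor | Evaluation: % inhibition | Schedule: 1 h pretreatment, 16 h stimulation, 37 °C | Probe or stimulus: PMA with ionomycin | Compound dosing: One dose, 3 µM | Detection: Luciferase luminescence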
# Active calls of the source: *; / = no result given; [ ] = remark or other dose. Not all compounds are listed. The share of hits here may be higher or lower than overall.
SMILES,NADH coupling,ROCK2 inh,Ecoli tolC,PKA kinase inh,A340 absorber,Fluor 339 460,JNK3 blocker,MMP-13 inhibitor,HEK293 NFkB inh
CC(C)(C)Nc1c(N)c(=O)oc2ccccc12,8%,-1,-2,-2,1.1,1.4,-9,-8,18
CCCCC(=O)N(c1ccc(OC)cc1)C1C=CS(=O)(=O)C1 (stereo unspecified),8%,4,-10,8,1,1.1,-7,10,10
CC1=C(C(=O)OC(C)C)C(C2CC=CCC2)NC(=O)N1 (stereo unspecified),2%,3,-5,5,1.1,1.1,-3,-4,6
COc1ccc(S(=O)(=O)Nc2ccccc2C(=O)NCc2ccco2)cc1Br,5%,4,83*,1,1,1.6,-4,-12,19
N#Cc1cc2c(nc1SCc1cccnc1)CCCCC2,3%,7,51,5,1.1,1.1,-5,2,10
COc1cccc(NC(=O)CC2(CC(=O)O)CCCC2)c1,8%,-2,-21,-11,1,1.1,-4,4,7
COc1ccc(OC)c(NC(=O)CC(Cc2ccccc2OC)C(=O)O)c1 (stereo unspecified),1%,3,0,8,1,1,5,2,12
CCN(CC)S(=O)(=O)c1cccc(-c2nnc(SCCOc3ccccc3)o2)c1,5%,2,24,-1,0.99,1.1,-1,-4,26
Cc1cccc(C)c1NC1=NC(C)(C)N=C(N)N1,5%,5,-13,4,0.97,1.1,-3,-5,11
COc1ccc(OCc2nnc3n2N=C(c2ccc(OC)cc2)CS3)cc1,2%,5,16,-3,1.1,1.1,8,2,9
O=C(c1cccc(C(=O)N2CCN(Cc3ccccc3)CC2)c1)N1CCN(Cc2ccccc2)CC1,4%,1,0,1,1,1.1,-4,1,12
COC(=O)c1ccc(CN2C(=O)NC3(CCCc4ccccc43)C2=O)o1 (stereo unspecified),8%,0,-5,4,0.99,1.1,-5,-2,6
Cc1ccc(C(=O)COC(=O)c2ccc(Br)o2)cc1C,4%,/,22,-2,1.1,1.1,/,-3,7
O=C(O)C1[C@H]2C(=O)N(C3CCCC3)C[C@]23C=C[C@H]1O3 (stereo partly specified),5%,2,-11,6,1,1.1,4,4,0
CCn1c(=O)n(CC)c2cc(S(=O)(=O)NCCOc3ccccc3)c(C)cc21,2%,-1,7,4,1.1,1.1,-4,7,10
O=c1cc(-c2ccccc2)nc(N2CCCCC2)[nH]1,5%,-1,4,3,1.1,1.3,-4,-3,3
Cc1cnc(C(=O)Nc2cccc(-c3nnc4n3CCCCC4)c2)cn1,7%,2,-5,3,1,1,2,2,18
CC(C)CC(=O)Nc1ccc(C(=O)COc2ccc(-c3nnco3)cc2)cc1,2%,/,5,-5,1,1.1,/,8,4
CN(C)c1ccc(-c2nc3n(n2)C(c2cccnc2)C2=C(CC(C)(C)CC2=O)N3)cc1 (stereo unspecified),3%,2,5,6,1.1,1.1,-9,5,3
Cc1cc(C)nc(NS(=O)(=O)c2ccc(N3C(=O)C4CC=C(Cl)CC4C3=O)cc2)n1 (stereo unspecified),4%,6,3,7,1,1.1,3,-1,6
COC(=O)c1c(C)cc(OC(C)=O)c(C)c1OC(C)=O,2%,3,-14,2,1,1.1,-3,-4,10
c1n[nH]c(SCCCCSc2ncn[nH]2)n1,4%,/,-24,1,1,1.1,/,-2,18
COc1ccc(NC(=O)CN2CCC(NC(=O)C3CCCCC3)CC2)cc1,6%,2,-4,0,1,1.1,4,1,-1
CCN(C(=O)CN1CCCc2ccccc21)c1c(N)n(Cc2ccccc2)c(=O)[nH]c1=O,7%,3,-8,7,1,1.1,0,-4,4
O=C(Nc1nnc(-c2cccs2)o1)c1cccc(Oc2ccccc2)c1,4%,-4,97*,-6,1.1,1.4,-5,4,6
O=C(Nc1nc(-c2cccs2)cs1)c1cccc(S(=O)(=O)N2CCCCC2)c1,2%,2,28,2,0.98,1.2,4,-3,4
CCOC(=O)C1CCN(C(=O)Cc2c(C(=O)O)n(C)c3ccccc23)CC1,9%,7,-6,13,0.99,0.95,6,2,2
CCOC(=O)C1=C(C)NC(=O)NC1C1CC=CCC1 (stereo unspecified),6%,7,5,11,1,1.1,-1,-2,18
COc1ccc(OCCC(=O)OCC(=O)NCc2ccco2)cc1,2%,/,-6,3,0.99,1.1,/,1,2
Cc1cccn2c(=O)c(C=NCc3ccccc3)c(NCCO)nc12,16%,2,0,7,1.1,3.6*,-6,-36,-13

# Copied from the list.
# Value of N#Cc1cc2c(nc1SCc1cccnc1)CCCCC2 under A340 absorber: 1.1
# Value of COc1ccc(OC)c(NC(=O)CC(Cc2ccccc2OC)C(=O)O)c1 (stereo unspecified) under ROCK2 inh: 3
# Value of COC(=O)c1ccc(CN2C(=O)NC3(CCCc4ccccc43)C2=O)o1 (stereo unspecified) under MMP-13 inhibitor: -2
# Value of c1n[nH]c(SCCCCSc2ncn[nH]2)n1 under NADH coupling: 4%

# Rewritten with two lines to a compound: 2 of the compounds above
# The line under a structure holds: NADH coupling | ROCK2 inh | Ecoli tolC | PKA kinase inh | A340 absorber | Fluor 339 460 | JNK3 blocker | MMP-13 inhibitor | HEK293 NFkB inh
- Cc1cc(C)nc(NS(=O)(=O)c2ccc(N3C(=O)C4CC=C(Cl)CC4C3=O)cc2)n1 (stereo unspecified)
  4% | 6 | 3 | 7 | 1 | 1.1 | 3 | -1 | 6
- COC(=O)c1c(C)cc(OC(C)=O)c(C)c1OC(C)=O
  2% | 3 | -14 | 2 | 1 | 1.1 | -3 | -4 | 10

# Of the compounds above, these have an aryl methoxy group.
SMILES,NADH coupling,ROCK2 inh,Ecoli tolC,PKA kinase inh,A340 absorber,Fluor 339 460,JNK3 blocker,MMP-13 inhibitor,HEK293 NFkB inh
CCCCC(=O)N(c1ccc(OC)cc1)C1C=CS(=O)(=O)C1 (stereo unspecified),8%,4,-10,8,1,1.1,-7,10,10
COc1ccc(S(=O)(=O)Nc2ccccc2C(=O)NCc2ccco2)cc1Br,5%,4,83*,1,1,1.6,-4,-12,19
COc1cccc(NC(=O)CC2(CC(=O)O)CCCC2)c1,8%,-2,-21,-11,1,1.1,-4,4,7
COc1ccc(OC)c(NC(=O)CC(Cc2ccccc2OC)C(=O)O)c1 (stereo unspecified),1%,3,0,8,1,1,5,2,12
COc1ccc(OCc2nnc3n2N=C(c2ccc(OC)cc2)CS3)cc1,2%,5,16,-3,1.1,1.1,8,2,9
COc1ccc(NC(=O)CN2CCC(NC(=O)C3CCCCC3)CC2)cc1,6%,2,-4,0,1,1.1,4,1,-1
COc1ccc(OCCC(=O)OCC(=O)NCc2ccco2)cc1,2%,/,-6,3,0.99,1.1,/,1,2

# Carrying on:
SMILES,NADH coupling,ROCK2 inh,Ecoli tolC,PKA kinase inh,A340 absorber,Fluor 339 460,JNK3 blocker,MMP-13 inhibitor,HEK293 NFkB inh
C=CCn1c(C)c(C(C)=O)c(SC)nc1=S,9%,3,-9,11,1.1,1,7,8,15
COc1ccccc1NC(=O)C1=C(C)Nc2nc(-c3cccs3)nn2C1c1cccc(O)c1 (stereo unspecified),1%,2,14,5,1,1.1,-2,2,12
Cc1nn(-c2ccccc2)c(Cl)c1C(=O)Nc1nnc(C2CCCC2)s1,5%,4,100*,8,1,1.1,1,0,12
Clc1ccc(-c2nnc(-c3ccco3)o2)cc1,6%,7,-30,3,0.96,1.7,-3,-88[fluorescence artefact?],-12
CC(C)N=C(NC#N)SCc1ccc(F)cc1,6%,4,-14,7,1,1.1,-3,-1,-4
COC(=O)C1=C(C(=O)c2ccccc2)C(c2ccc(OC)c(OC)c2)Nc2nnnn21 (stereo unspecified),2%,0,13,7,1.1,1.1,-7,3,3
Cc1cccc2cc(CN(CCc3ccccc3)C(=O)N3CCOCC3)c3nnnn3c12,11%,0,6,5,0.99,1.1,0,3,8
O=C(CSc1nnc(Cc2cc(=O)[nH]c(=O)[nH]2)n1-c1ccc(Cl)cc1)NC1CCCC1,10%,7,-13,8,1,1.1,-3,3,15
COc1ccc(-c2noc(CSc3ccccc3)n2)cc1OC,9%,6,48,9,1,1,-3,11,-4
O=C(c1ccc(-c2ccccc2)cc1)N1CCCC1,8%,10,10,8,1,1.1,3,5,18
Cc1ccc(S(=O)(=O)N2CCC(C(=O)OCC(=O)N3CC(=O)Nc4ccccc43)CC2)cc1,7%,4,-2,10,1,1.1,-3,-3,4
CCOC(=O)COc1ccc(C2NC(C(=O)O)CS2)cc1 (stereo unspecified),2%,6,-20,7,0.99,1,-6,6,10
O=C(CN1CCN(C(=O)c2cccs2)CC1)NC1CCCCC1,6%,1,-11,5,0.97,1.1,-1,1,10
Cc1ccc(-c2cc(C(F)(F)F)n3ncc(C(=O)O)c3n2)cc1,4%,8,-8,6,1,1.2,-2,3,2
CC(C)NCc1c(O)c(Br)cc2oc3c(c12)CCCC3,3%,2,14,-1,1,1,0,0,/

# An excerpt from above in order of the NADH coupling value, ascending:
SMILES | NADH coupling | ROCK2 inh | PKA kinase inh | A340 absorber | Fluor 339 460 | JNK3 blocker | MMP-13 inhibitor | HEK293 NFkB inh
COC(=O)c1c(C)cc(OC(C)=O)c(C)c1OC(C)=O | 2% | 3 | 2 | 1 | 1.1 | -3 | -4 | 10
O=C(CN1CCN(C(=O)c2cccs2)CC1)NC1CCCCC1 | 6% | 1 | 5 | 0.97 | 1.1 | -1 | 1 | 10
COc1ccc(-c2noc(CSc3ccccc3)n2)cc1OC | 9% | 6 | 9 | 1 | 1 | -3 | 11 | -4

# Later entries
SMILES,NADH coupling,ROCK2 inh,Ecoli tolC,PKA kinase inh,A340 absorber,Fluor 339 460,JNK3 blocker,MMP-13 inhibitor,HEK293 NFkB inh
COCCCNC(=O)c1cn(C)c(=O)c2cc(OC)c(OC)cc12,9%,/,-9,2,1,0.05,/,-2,12
COCCn1nnnc1CN(Cc1cccnc1)Cc1cc2cc(OC)ccc2[nH]c1=O,8%,1,-17,6,0.99,2.2*,-1,-35,16
COc1ccc(-c2csc(NC(C)=O)n2)cc1OC,9%,10,-6,10,1.1,1.1,2,0,6
CCOC(=O)N1CCN(C(=O)C2CCCN(S(=O)(=O)c3cc(C)ccc3OC)C2)CC1 (stereo unspecified),1%,6,-2,12,1,1.1,2,3,8
O=C(c1ccco1)N1C2C=CC(C2)C1(C(F)(F)F)C(F)(F)F (stereo unspecified),6%,8,-11,8,0.97,0.97,0,-2,2
COC(=O)c1[nH]c2cc(OC)c(OC)cc2c1NC(=O)CN1CCN(Cc2ccccc2)CC1,9%[fluoresces],6,-11,-1,1.1,3.7*,-21,-151[fluorescence artefact?],-9
Cc1cc(C)n2nc(SCC(=O)c3ccccc3)nc2n1,8%,2,-2,1,1,1.1,-2,4,-2
CC(=O)Nc1cccc(OC(=O)c2ccoc2C)c1,6%,6,14,10,1,1.1,-4,-4,15
O=C1CC(O)(C(F)(F)F)Oc2c1ccc1ccccc21 (stereo unspecified),5%,2,97*,4,1.1,1.6,3,-39,-4
CCOC(=O)C12CNC(=O)C(C(=O)OCC)(CNC1=O)C2,4%,1,-23,1,1,1,-6,4,12
O=P1(O)C=C(c2ccccc2)OC(c2ccccc2)=C1,7%,-2,-6,-3,0.99,1,-5,-4,3
Cc1cc(Oc2ccc(-c3ccccc3)cc2)nc(N2CCOCC2)n1,2%,4,-2,4,1,1.1,2,3,0
Cc1cc(C)c2c(CC(=O)O)coc2c1,7%,8,-14,9,1,1.1,4,3,-1
COC(=O)Nc1ccc(S(=O)(=O)N(C)C)cc1,6%,6,2,7,1,1.1,-2,4,12
CCC(C)n1c(=O)c(C(=O)Nc2ccccc2S(N)(=O)=O)c(O)c2ccccc21 (stereo unspecified),3%,1,83*,1,1.1,1.2,5,-4,3
CN=C(c1ccco1)n1c(=S)nc(-c2ccco2)n(C)c1=S,2%,4,-3,4,1.1,1,-6,-2,/
COc1ccc(S(=O)(=O)NC2CCCC2)cc1Br,5%,2,-17,6,1,1.1,6,5,6
